Bcl-B displacement: displacers of TR3 peptide from Bcl-B, primary screen, selectivity assay for Bfl-1 inhibitor project, biochemical, fluorescence polarization. 96,000 compounds, 0.11% hits. AID 748. displacement, % at 20 µM; hits with a dose series show IC50 in µM. FP displacement of FITC-TR3 peptide from Bcl-B; higher % means a stronger effect;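 active = displacement above 50% at 20 µM plus a fluorescence interference ratio under 1.5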;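 also: plate controls were wells without compound for no effect and wells lacking Bcl-B protein for full effect; a part of the inactive calls stands beside numbers as strong as those of hits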
IL1B NFkB inh: blocks IL-1B driven NFkB nuclear translocation in HUVEC cells; 94,000 compounds, 0.43% hits; HUVEC IL-1B NFkB p65 nuclear translocation imaging; inhibition, % at 2 µM; AID 796;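 active = inhibition above about 30% together with a positive call from visual inspection of the well image, limit read from the data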;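 also: nuclear over cytoplasmic p65 intensity ratio measured by imaging; 0% = IL-1B stimulated DMSO wells and 100% = unstimulated DMSO wells; values of inactives mirror those of a sister screen read the other way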
MRP resist rev: reverses drug resistance mediated by MRP. 85,000 compounds, 0.04% hits. H69AR cells + 2 uM doxorubicin, CellTiter-Glo, 72 h. differential viability (reversal), % at 10 µM;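 active = viability drop by adding the cancer drug above about 55%, with treated viability meeting a 40% cutoff, limit read from the data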;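 also: viability without doxorubicin minus viability with 2 µM doxorubicin for each compound; larger differential means the compound sensitizes cells more to doxorubicin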
PLAP inhibitors HTS: PLAP enzyme inhibitors, biochemical, luminescence, HTS (AID 690). purified PLAP, luminescent substrate; higher % means a stronger effect. one-dose inhibition, % at 20 µM; IC50 in µM for titrated hits. 96,000 compounds, 0.08% hits; in the data active = a potency from the dose series; inactive = the rest, 99 in 100 with inhibition below about 30%; also: strong numbers were not always called active
IL1B NFkB pot: enhances IL-1B driven NFkB nuclear translocation | HUVEC IL-1B NFkB p65 nuclear translocation imaging | 94,000 compounds, 0.3% hits | activation, % at 2 µM;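 active = activation above 40%, about the mean plus 3 SD, also judged a hit on visual image review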;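 also: percent activation is computed from the nuclear over cytoplasmic p65 intensity ratio; values of inactives mirror those of a sister screen read the other way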
MRP resist rev cytotoxicity: recorded beside MRP resist rev, whose call it bears; viability, %; H69AR cells, CellTiter-Glo, 72 h; measured here: cytotoxicity without doxorubicin
MRP resist rev with doxorubicin: further read-out of MRP resist rev, marked with its call; viability, %; measured here: viability with 2 uM doxorubicin; stronger effect = lower value
IL1B NFkB inh cell count 2 µM: further read-out of IL1B NFkB inh, marked with its call; cell count; measured here: cells passing quality filter;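 raw number of nuclei counted in each imaged well without normalization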
IL1B NFkB pot cell count 2 µM: also measured in IL1B NFkB pot; calls as there; cell count; measured here: cells passing quality filter
An asterisk follows results filed as active; x = no result given. An excerpt; rates above refer to the full screens.

canonical_smiles	MRP resist rev cytotoxicity	IL1B NFkB pot	IL1B NFkB inh cell count 2 µM	IL1B NFkB inh	IL1B NFkB pot cell count 2 µM	Bcl-B displacement	MRP resist rev with doxorubicin	PLAP inhibitors HTS	MRP resist rev
CCCCNS(=O)(=O)c1ccc2nc(SCC(=O)Nc3sccc3C#N)[nH]c2c1	21	-4	68	4	68	-18%	38	-90%	-16
CC(Oc1ccccc1)C(=O)Nc1nc2c(s1)C(=O)CC(C)(C)C2 (configuration not stated)	95	-6	104	6	104	-4%	101	-15%	-6
COc1ccc(-c2nn(C)c(=O)c3ccccc23)cc1CNC(=O)CN1CCOCC1	85	-4	133	4	133	x	82	x	2
COC(=O)c1ccc(NC2(C#N)C(=O)Nc3ccccc32)cc1 (configuration not stated)	23	0	109	0	109	1%	36	-32%	-13
NC(=O)c1c(NC(=O)CSc2nnc(-c3ccco3)n2N)sc2c1CCCC2	x	-3	148	3	148	-11%	x	-35%	x
CC1(C)CC(O)(CCNCc2ccc3c(c2)OCO3)CCO1 (configuration not stated)	73	2	126	-2	126	0%	94	-20%	-20
O=C(C1CCN(S(=O)(=O)c2cccc3cccnc23)CC1)N1CCN(C2CCCCC2)CC1	83	x	x	x	x	0%	79	-46%	4
O=C(CCc1ccc(S(=O)(=O)NCc2ccccc2)cc1)N1CCN(Cc2ccc3c(c2)OCO3)CC1	88	4	159	-4	159	9%	79	17%	9
Cn1nnc(NC(=O)c2ccccc2)n1	95	0	131	0	131	x	97	x	-2
O=C1c2ccccc2C(O)(c2ncc[nH]2)N1CCc1ccccc1 (configuration not stated)	101	-11	155	11	155	6%	104	-28%	-2
COc1cc(NC(=O)c2nnn(Cc3ccc(SC)cc3)c2N)cc(OC)c1	96	9	128	-9	128	-3%	87	20%	9
COc1ccccc1NC(=O)CN1C(=O)NC(CC(C)C)C1=O (configuration not stated)	105	17	227	-17	227	2%	102	18%	3
CCN(CC)S(=O)(=O)c1cccc(-c2nnc(SCc3ncc(-c4ccccc4)o3)n2C)c1	92	2	139	-2	139	-6%	86	-47%	6
COc1cccc(NC(=O)CSCC(=O)O)c1	92	6	171	-6	171	4%	114	-4%	-22
O=C(Cn1nc(-c2ccc(Cl)cc2)c2ccccc2c1=O)Nc1cccnc1	77	9	186	-9	186	-6%	76	-41%	1
Cc1cccn2cc(CCNC(=O)c3ccc(Br)o3)nc12	90	-7	54	7	54	2%	81	-23%	10
COC(=O)c1ccccc1S(=O)(=O)C(C)(C)C	93	3	113	-3	113	x	88	x	5
CCc1nnc(SCc2ccc(OC(C)C)cc2)n1N	102	-18	119	18	119	13%	88	-1%	13
CN(C(=O)c1ccc(C(=O)N(C)C2CCCCC2)cc1)C1CCCCC1	90	-5	102	6	102	x	94	x	-4
CCc1nc(SCC(=O)N2CCN(C(=O)c3ccco3)CC2)c2c3c(sc2n1)CCCC3	56	x	x	x	x	6%	80	-42%	-24
O=C(CSCc1ccc(Cl)cc1)N/N=C/c1ccc(OCC(=O)Nc2ccccc2)cc1	x	3	175	-3	175	3%	x	-2%	x
Cc1ccc(N=Nc2c(N)[nH]n3c(=O)c4c(nc23)CCCC4)cc1	x	-1	143	2	143	-4%	x	8%	x
Cc1ccc(C(=O)c2ccc([N+](=O)[O-])cc2)cc1	99	8	167	-8	167	0%	88	19%	11
CCOC(=O)c1cc(NC(=O)CSc2nnc(CN3CCOCC3)n2C)ccc1Cl	94	8	100	-8	100	x	85	x	8
COC(=O)c1nn(-c2ccc(OC)cc2)c(=O)cc1Oc1ccccc1	x	-6	183	6	183	15%	x	-5%	x
CCn1nnnc1SCC(=O)c1ccc(NC(C)=O)cc1	91	-7	113	7	113	-1%	91	-7%	0
COc1ccccc1C1/C(=C(\O)c2c(C)nc3c(C)cccn23)C(=O)C(=O)N1CCCN(C)C (configuration not stated)	88	14	129	-14	129	x	96	x	-7
Cc1cc(NC(=O)CSc2ccc3nnc(-c4cccc(F)c4)n3n2)no1	87	11	143	-11	143	-12%	73	11%	14
O=C(Nc1cccc(NS(=O)(=O)c2ccc(S(=O)(=O)NC3CC3)cc2)c1)c1ccccn1	69	2	110	-2	110	0%	75	-14%	-6
O=c1cc(Nc2ccc3c(c2)OCO3)[nH]c(=O)n1-c1ccc(Br)cc1	35	-3	139	3	139	x	71	x	-35

Compound profiles, as listed above. Order of screens: MRP resist rev cytotoxicity | IL1B NFkB pot | IL1B NFkB inh cell count 2 µM | IL1B NFkB inh | IL1B NFkB pot cell count 2 µM | Bcl-B displacement | MRP resist rev with doxorubicin | PLAP inhibitors HTS | MRP resist rev
Results for Cn1nnc(NC(=O)c2ccccc2)n1 → 95 | 0 | 131 | 0 | 131 | x | 97 | x | -2
Results for CCc1nc(SCC(=O)N2CCN(C(=O)c3ccco3)CC2)c2c3c(sc2n1)CCCC3 → 56 | x | x | x | x | 6% | 80 | -42% | -24
Results for COC(=O)c1ccc(NC2(C#N)C(=O)Nc3ccccc32)cc1 (configuration not stated) → 23 | 0 | 109 | 0 | 109 | 1% | 36 | -32% | -13

Reformatted with values under each structure: part of the list above.
Results follow in this order: MRP resist rev cytotoxicity, IL1B NFkB pot, IL1B NFkB inh cell count 2 µM, IL1B NFkB inh, IL1B NFkB pot cell count 2 µM, Bcl-B displacement, MRP resist rev with doxorubicin, PLAP inhibitors HTS, MRP resist rev
> Cc1ccc(C(=O)c2ccc([N+](=O)[O-])cc2)cc1
→ 99, 8, 167, -8, 167, 0%, 88, 19%, 11
> Cc1ccc(N=Nc2c(N)[nH]n3c(=O)c4c(nc23)CCCC4)cc1
→ x, -1, 143, 2, 143, -4%, x, 8%, x
> CCOC(=O)c1cc(NC(=O)CSc2nnc(CN3CCOCC3)n2C)ccc1Cl
→ 94, 8, 100, -8, 100, x, 85, x, 8

Going on with the list:
canonical_smiles	MRP resist rev cytotoxicity	IL1B NFkB pot	IL1B NFkB inh cell count 2 µM	IL1B NFkB inh	IL1B NFkB pot cell count 2 µM	Bcl-B displacement	MRP resist rev with doxorubicin	PLAP inhibitors HTS	MRP resist rev
COc1ccccc1N1CCN(C(=O)Cn2nc(C(F)(F)F)c3c2CCC3)CC1	72	-6	103	6	103	-11%	69	-50%	3
COc1ccc(-c2nc3c4ccccc4[nH]c(=O)n3n2)cc1	42	4	136	-4	136	2%	62	-7%	-21
CC(=O)N(Cc1cccs1)C1CCOC(C)(C)C1 (configuration not stated)	69	5	199	-5	199	-9%	87	4%	-17
CCCCc1ccc(NC(=O)CN2NS(=O)(=O)c3ccccc3C2=O)cc1	x	12	144	-12	144	-4%	x	-50%	x
CC(C)[C@H](NC(=O)NC1CCCc2ccccc21)C(=O)O (some centres not stated)	102	-2	125	2	125	-15%	96	8%	6
Nc1nc(SCc2ccc(Cl)cc2)ns1	98	-9	130	9	130	-10%	106	15%	-8
Clc1ccccc1CN(Cc1ccccc1)c1ncnc2nc[nH]c12	36	2	122	-2	122	-10%	59	-67%	-23
CC1(C)NC(=O)N(CCCCOc2ccc3ccccc3c2Cl)C1=O	56	-11	73	11	73	-11%	68	-85%	-12
CCOc1ccc(S(=O)(=O)N(C)CCO)cc1-c1nc2c(C(C)(C)C)nn(C)c2c(=O)[nH]1	56	1	168	-1	168	-23%	31	-12%	24
COC(=O)[C@H](C)NC(=O)Nc1ccc(OC(F)(F)F)cc1	96	0	133	0	133	-5%	90	14%	5
O=c1[nH][nH]c(C(F)(F)F)c1C=Nc1cccc(Cl)c1	x	-5	88	5	88	3%	x	-6%	x
O=C(N/N=C(\c1ccccc1)c1cccnc1)C(O)(c1ccccc1)c1ccccc1	x	-18	151	18	151	-8%	x	-37%	x
COc1ccc(C(=O)C(c2ccccc2)N2CCOCC2)cc1 (configuration not stated)	111	-5	72	5	72	2%	101	-58%	10
CCN(CC)C(=O)Nc1cnc2ccccc2c1	89	-3	125	3	125	-3%	89	18%	0
Cc1ccc(NC(=O)C2=C(O)c3ccccc3N(C)S2(=O)=O)cc1	x	x	x	x	x	0%	x	-16%	x
COc1cccc(-c2nnc3n2N=C(C(C)(C)C)CS3)c1	98	2	125	-2	125	0%	97	-11%	2
CCOC(=O)Cc1csc(NS(=O)(=O)c2ccccc2)n1	x	3	178	-3	178	-6%	x	-12%	x
CCOC(=O)c1cn(CC)c2ccc(S(=O)(=O)N3CC(C)CC(C)C3)cc2c1=O (configuration not stated)	99	-1	124	1	124	-11%	94	x	5
Cc1ccc(N(CC(=O)Nc2ccc(F)c(Cl)c2)S(=O)(=O)c2c(C)noc2C)cc1	73	14	220	-14	220	-7%	68	3%	6
COc1ccc(C(NC(=O)CC(C)C)NC(=O)CC(C)C)cc1OC	93	-13	158	13	158	-4%	102	4%	-9
O=c1c2c(nc3c(-c4ccccc4)c[nH]n13)CCC2	85	-1	109	1	109	-9%	83	-23%	1
CCOC(=O)N1CCN(C(=O)C2CCN(Cc3nc(-c4ccccc4C)oc3C)CC2)CC1	89	x	x	x	x	-14%	85	-81%	4
Cc1ccnc(NS(=O)(=O)c2ccc(NC(=O)C34CC5CC(C)(CC(C)(C5)C3)C4)cc2)n1	96	-3	130	3	130	-2%	77	-70%	19
O=C(C/C=N/OCc1ccc(F)cc1Cl)c1cnc(-c2ccccc2)s1	x	1	133	-1	133	-6%	x	-12%	x
Cc1c(Cl)c([N+](=O)[O-])nn1CC(=O)NC12CC3CC(CC(C3)C1)C2	x	5	143	-5	143	-5%	x	23%	x
COCCN1C(=O)C(CC(=O)Nc2ccc(C(=O)O)cc2)SC1=Nc1ccccc1 (configuration not stated)	94	x	x	x	x	-9%	91	-23%	3
O=C(Nn1c(=O)[nH]c2ccsc2c1=O)c1ccccc1	95	-5	124	5	124	-1%	84	4%	12
Cc1ccc(CN2CCN(C(=O)CCN3C(=O)c4ccccc4C3=O)CC2)cc1	x	-1	117	1	117	2%	x	-24%	x
C=CCNc1ncnc2c1[nH]c1ccc(Cl)cc12	72	-6	116	6	116	2%	88	9%	-17
Cc1nc(NC(C)C(=O)O)c2nc(C)oc2n1 (configuration not stated)	85	25	94	-25	94	5%	85	-30%	1
O=C(COC(=O)c1ccco1)Nc1cccc(Br)c1	94	-9	179	10	179	0%	104	9%	-11

Screens deposited in PubChem BioAssay by several laboratories.
